Compound activity: PubChem BioAssay, National Center for Advancing Translational Sciences (NCATS)
Sm TGR block – inhibitors of Schistosoma mansoni thioredoxin glutathione reductase. Potency, µM (doses to about 114 µM), for inactives: at the highest dose activity change, negative = inhibition, usual class: inhibitors. purified TGR, DTNB reduction, TNB absorbance 405 nm. AID 485364. hit rate 3% among 360,000; note: potency is the fitted concentration of half-maximal effect; nearly all actives have a fitted effect of over 60% in size
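TGR 20 nM + NADPH 100 uM (dispensed conc.), cpd preinc 15 min RT; start with NADPH (500 uM addition) then DTNB (15 mM addition). Kinetic TNB absorbance, 405 nm filter. Four-parameter Hill fit across titration.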
HCV inhibitor – HCV inhibition; Huh7.5.1 HCVcc-Cre infection, luciferase reporter, 44 h; Potency, µM (titrated, usually from 41.8 µM), for the others: at the highest dose activity change, negative = inhibition, usual class: inhibitors; hit rate 3.4% among 340,000; AID 651820; note: potency is the fitted concentration of half-maximal effect
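Infectious HCVcc-Cre (~0.5 moi) was added to cells just after compound, with cells seeded 4 h earlier at 1,000 per well. Luciferase activity after 44 h culture reported infection; substrate was incubated 15 min at room temperature before reading.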
AmpC inh detg – inhibitors of E. coli AmpC beta-lactamase with detergent | P00811 | AmpC hydrolysis of nitrocefin, absorbance 480 nm, 0.01% Triton | Potency, µM (top dose mostly 114 µM), for the others: top-dose activity change, negative = inhibition, most hits filed as inhibitors | hit rate 0.041% among 370,000;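 note: potency is the fitted concentration of half-maximal effect; 0% = no-compound wells and -100% = no-enzyme wells; nearly all actives have a fitted effect of over 25% in size; some results filed as inactive show a strong effect at the top dose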
Target sequence (P00811 whole entry, looked up): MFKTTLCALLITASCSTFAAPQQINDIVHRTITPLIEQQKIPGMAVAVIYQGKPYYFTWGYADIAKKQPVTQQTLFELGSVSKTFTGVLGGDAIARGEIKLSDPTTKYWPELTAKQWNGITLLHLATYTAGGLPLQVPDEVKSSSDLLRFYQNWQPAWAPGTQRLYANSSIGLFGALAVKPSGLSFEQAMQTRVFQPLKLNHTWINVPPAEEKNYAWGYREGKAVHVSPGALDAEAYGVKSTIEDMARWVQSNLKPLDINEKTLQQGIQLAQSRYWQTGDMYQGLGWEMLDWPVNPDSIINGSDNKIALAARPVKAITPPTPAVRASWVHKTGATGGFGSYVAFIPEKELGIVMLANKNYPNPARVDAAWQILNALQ
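20 mM phosphate pH 7.0 + 0.01% (detergent screen) or 0.0001% Triton X-100; 5.3 nM AmpC reagent; cpd preinc 15 min RT; nitrocefin (800 uM stock) to start; A480 q20 s × 4 min; Activity was normalised to no-enzyme and no-compound control wells.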
HCMV antiviral – human cytomegalovirus inhibition. HFF cells, HCMV-luciferase reporter, 72 h; hits give low values. activity change, negative = inhibition, % at 57.5 µM. hit rate 4.5% among 410,000. AID 1259415; in the data active = activity change below about -60%; inconclusive = no clear call, values can overlap the other calls; inactive = above about -39%
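Two compound doses tested in HFFs infected with HCMV-luciferase, MOI 1 PFU/cell, 72 h at 37C. Lysate luminescence read with OneGlo; data normalized against buffer-only and 10uM Salinomycin inhibitor controls.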
Giardia FBPA inh – blocks Giardia fructose-bisphosphate aldolase activity; AID 2451; hit rate 0.71% among 290,000; purified Giardia FBPA; Potency, µM (titrated, usually from 59.6 µM), inactives show at the highest dose activity, negative = inhibition, usual class: inhibitors; note: potency is the fitted concentration of half-maximal effect; nearly all actives have a fitted effect of over 55% in size
Target sequence (A8B2U2 whole entry, looked up): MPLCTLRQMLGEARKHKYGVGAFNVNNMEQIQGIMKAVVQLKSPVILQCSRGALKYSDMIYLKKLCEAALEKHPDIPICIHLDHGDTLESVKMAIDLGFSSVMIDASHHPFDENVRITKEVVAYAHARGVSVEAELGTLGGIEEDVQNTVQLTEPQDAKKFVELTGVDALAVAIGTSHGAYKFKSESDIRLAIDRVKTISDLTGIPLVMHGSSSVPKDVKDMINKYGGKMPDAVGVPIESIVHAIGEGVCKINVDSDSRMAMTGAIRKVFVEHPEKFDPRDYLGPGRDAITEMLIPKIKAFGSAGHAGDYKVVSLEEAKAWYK
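40 nM FBPA preincubated 10 min at RT with compound (up to 57.5 uM final), then substrate plus GAPDH/TPI/NAD/arsenate coupling and diaphorase/resazurin added. Fluorescence read after 20 min at RT, 525/598 nm.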
AMA1-RON2 inh – disrupts binding of P. falciparum AMA1 to RON2 | AlphaScreen AMA1-biotinylated RON2 peptide binding | Potency, µM (series often up to 58.2 µM), for the others: top-dose activity change, negative = inhibition, hits mostly inhibitors | hit rate 0.2% among 360,000 | AID 720542;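 note: potency is the fitted concentration of half-maximal effect; 0% = vehicle wells and -100% = peptide control; nearly all actives have a fitted effect of over 45% in size; some results filed as inactive show a strong effect at the top dose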
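AMA1 (3D7) with his tag at 25 nM final met compounds first, then biotinylated RON2 peptide at 25 nM; detection used donor plus acceptor beads, 10 µg/mL apiece, read by AlphaScreen after 30 min at room temperature.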
An asterisk follows results filed as active; ? = inconclusive; . = no result given; & = joins results of further samples; [ ] = dose if it differs, or a comment. Unless noted, calls come from the whole dose curve; as a rule, active = well fitted curve in the direction sought with a large enough effect; inconclusive = small, poorly fitted or top-dose-only effect, or another doubt; inactive = no such curve, though single readings can be large; an effect the other way counts as inactive or inconclusive. Unless noted, % is set by controls: 0 for no effect and ±100 for the full control effect.

SMILES	Sm TGR block	HCV inhibitor	AmpC inh detg	HCMV antiviral	Giardia FBPA inh	AMA1-RON2 inh
COc1cc(C(=O)NCc2ccc(-c3nc4ccccc4s3)cc2)cc(OC)c1OC	1%	-8%	-2%	69	4%	-1%
COc1ccccc1N1CCN(CC(O)COc2c(OC)cccc2OC)CC1 (centres undefined)	-6%	?	-3%	-14	-15%	-20%
CCn1c(CCNC(=O)c2ccc(C)cc2)n[nH]c1=S	-1%	4%	-10%	-2	-18%	-2%
Cc1cccc(-n2c(Cc3cc(=O)[nH]c(=O)[nH]3)nnc2SC(C)C)c1	0%	3%	?	?	0%	20%
Cc1ccc(CNCC(O)c2ccccc2)s1 (centres undefined)	0%	22%	-9%	12	-17%	17%
CCCn1c(C(O)c2cccc(OC)c2)nc2ccccc21 (centres undefined)	-16%	20%	-16%	-6	5%	0%
O=C(c1cc2c(=O)[nH]c3ccccc3c2s1)N1CCN(c2ccc(F)cc2)CC1	9%	.	-1%	2	.	.
COc1ccc(N(Cc2cccs2)C(=O)c2ccc(OCC(C)C)cc2)cc1	3%	.	-6%	18	.	.
COc1ccc(Nc2nc(-c3ccccc3F)nc3ccccc23)cc1OC	-11%&0%	25µM*	-10%&-1%	9&-22	-16%	-8%
CCOC(=O)CSc1nnc(CNC(=O)c2cc(OCC)c(OCC)c(OCC)c2)n1C	0%	-4%	-10%	-22	7%	1%
COC(=O)C1=C(C)N=C2SC(C)C(=O)N2C1c1cccc(F)c1 (centres undefined)	-27%	?	-8%	-26	-10%	0%
C[C@H](CO)N1C[C@H](C)[C@@H](CN(C)C)Oc2c(NS(=O)(=O)c3ccc(F)cc3)cccc2C1=O	.	0%	.	-73*	.	-1%
Cc1ccc(NC(=O)O/N=C/c2ccc(F)cc2)cc1	-8%	-5%	?	59	-4%	-4%
Cc1cccc(C(O)C(O)c2cccc(C)n2)n1 (centres undefined)	.	2%	.	-34	.	4%
CCc1cccc(NC(=O)CSC2=NS(=O)(=O)c3ccccc32)c1	3.2µM*	-5%	-8%	27	10%	3%
O=C(Nc1ccccc1C(=O)N1CCCCC1)c1cccc(S(=O)(=O)N2CCOCC2)c1	-1%	23%	-9%	-6	4%	0%
Cc1nc(C)c(-c2ccn(S(=O)(=O)c3ccc(Cl)cc3)n2)o1	-13%	-27%	-7%	-13	1%	2%
C#CCOCCOCCOCCNc1nc(N2CCN(C(=O)[C@H](CCCN=C(N)N)n3cc(C(N)[C@@H](C)CC)nn3)CC2)nc(N2CCN(C(=O)[C@H](CCCCN)n3cc([C@@H](N)CC(N)=O)nn3)CC2)n1 (some centres undefined)	.	?	.	16	.	21%
CC(=O)C(Cl)C(=O)Nc1ccccc1 (centres undefined)	-4%	14%	0%	-1	-3%	-2%
C[C@H](CO)N1C[C@H](C)[C@@H](CN(C)C(=O)NC2CCCCC2)Oc2ccc(NC(=O)CCC(F)(F)F)cc2C1=O	.	20%	.	-39	.	18%
O=S(=O)(c1ccccc1)c1cnn2c(C(F)(F)F)cc(-c3ccc(F)cc3)nc12	-10%	-15%	-4%	4	1%	-1%
CC(=O)C1=C(c2ccccc2)OC(N)=C(C#N)C1c1ccc(O)cc1 (centres undefined)	?	17%	-7%	?	-27%	8%
CC(C)c1nnc(NC(=O)C2CCCN2S(=O)(=O)c2ccc(Cl)cc2)s1 (centres undefined)	3%	6%	-18%	3	-2%	-7%
CCC(C)C(NC(=O)OCc1ccccc1)C(=O)OCN1C(=O)c2ccccc2C1=O (centres undefined)	-9%	3%	1%	29	.	12%
Cc1ccc(NC(=O)C/C(N)=N/OC(=O)c2ccccc2)cc1	14%	4%	-8%	40	-4%	5%
SMILES	Sm TGR block	HCV inhibitor	AmpC inh detg	HCMV antiviral	Giardia FBPA inh	AMA1-RON2 inh
CCN(CC)S(=O)(=O)c1ccc(C(=O)N2CCCCC2)cc1	-12%	5%	-1%	32	-2%	-11%
CNC[C@H](CC1CCCCC1)NC[C@H](Cc1ccccc1)NCCC12CC3CC(CC(C3)C1)C2	8%	1%[8.37 µM]	-14%	-105*	?	47%[activator]
COc1ccc(C(=O)NC(CC(C)C)C(=O)O)cc1 (centres undefined)	?	1%	4%	2	.	-2%
CCOc1ccc(C(=O)NC(C(=O)NCC(c2cccs2)N(C)C)C(C)C)cc1 (centres undefined)	8%	-3%	?	-5	.	0%
CCOC(=O)N1CCN(CCC(=O)c2ccc(OC)cc2)CC1	0%	10%	3%	-18	-3%	-11%
Cc1ccc(OCC(=O)Nc2ccc3c(c2)ncn3C)cc1	.	6%	.	-3	.	18%
Cc1ccc(NC(=O)C2CCN(C(=O)[C@@H]3Cc4ccccc4CN3)CC2)c(C)c1	-6%	0%	-13%	-29	-24%	-13%
Cc1ccc(N=Cc2cc(Cl)cc(Cl)c2O)nc1	-7%	?	-10%	25	?	0%
CC(C)(O)C#Cc1ccc([C@@H]2C[C@H]3CN(c4ccccc4)C(=O)[C@]34CCCN24)s1	-35%[57.1 µM]	?	-1%	-99*	-24%	?
O=C(CCC(=O)N1CCSc2ccccc21)Nc1ccc(F)cc1	12%	5%	11%	17	-10%	0%
Cc1ccc(S(=O)(=O)NN=Cc2cc(Cl)ccc2O)cc1	.	14%	.	39	.	14%
O=C(CC1NCCc2ccccc21)Nc1ccccc1 (centres undefined)	?	-1%	8%	19	1%	9%
C=CC[C@@H](CC(=O)N(CCO)Cc1ccccc1)C(=O)N[C@H](COC(=O)[C@@H](CC=C)Cc1ccc(F)cc1)c1ccccc1	.	11µM*	.	24	.	-3%
COc1ccc(Cl)cc1NC(=O)CN(C)CC(=O)Nc1ccccc1N1CCOCC1	-5%	?	-3%	?	-1%	66%[activator]
O=C(CN1C(=O)c2ccccc2C1=O)OCC(=O)N1CCc2ccccc2C1	0%	5%	-10%	-2	-24%	7%
O=C(Nc1ccc(N2CCN(C(=O)c3ccco3)CC2)c(Cl)c1)c1cccs1	0%	?	2%	-19	-11%	-2%
CC(C)C[C@@H](CO)N1CCN(CC(C)C)CCC1=O	-11%	9%	-8%	-24	-5%	-19%
CCCCc1nc(SCC(=O)Nc2cc(C)on2)n[nH]1	12%[11.4 µM]	5%	-20%	60	-4%	8%
CCc1cc(C(=O)NC(C)C2CCCO2)cs1 (centres undefined)	-20%	8%	10%	37	.	-1%
Cc1nc2cc(Cl)ccc2n1-c1ccccc1	-1%	-22%	0%	25	-6%	-6%
CN1C(=O)CSc2ccc(NC(=O)NCc3ccco3)cc21	-30%	-21%	-7%	61	-1%	-2%
C[C@H](CO)N1C[C@H](C)[C@@H](CN(C)S(=O)(=O)c2cccs2)Oc2c(NS(=O)(=O)c3cn(C)cn3)cccc2C1=O	.	5%	.	?	.	3%
COc1ccc(C(=O)c2cnc3ccccc3c2-c2ccccc2)cc1	0%	13µM*	?	?	.	-8%
CCCC(c1nnnn1Cc1ccc(F)cc1)N1CCN(C)CC1 (centres undefined)	.	-1%	-13%	-23	-7%	-10%
Cc1cc(C)cc(-n2nnc(-c3nsc(NC(=O)c4ccccc4Cl)n3)c2C)c1	-1%	.	-6%	-6	.	.
SMILES	Sm TGR block	HCV inhibitor	AmpC inh detg	HCMV antiviral	Giardia FBPA inh	AMA1-RON2 inh
CC(=O)N1CCCc2cc(S(=O)(=O)N3CCC(C(=O)NCc4ccccc4)CC3)ccc21	10%	.	2%	1	.	.
O=C(COc1cccc(C(F)(F)F)c1)NNC(=O)Cc1ccc(S(=O)(=O)N2CCOCC2)s1	2%	-4%	3%	35	.	113%[activator]
Cc1cccc(C(=O)NCC(=O)OCC(=O)N2CCc3ccccc32)c1	?	25%	7%	43	3%	2%
COc1ccccc1/C=c1\sc2nc(-c3ccccc3OC)nn2c1=O	7%	6%	-12%	2	9%	12%
Cc1sc2nc(C(C)C)nc(SCC(=O)N3CCN(C(=O)c4ccco4)CC3)c2c1C	-28%	11µM*	-10%	-26	1%	33%[activator]
CSc1nc(N)nc(SCC(=O)C(C)(C)C)c1C#N	7%	?	?	10	-9%	2%
Clc1ccc(CN2CCN(c3ncccn3)CC2)cc1	-23%	-7%	?	-14	?	-3%
O=c1oc2ccccc2cc1-c1cn2cc(Cc3ccc(F)cc3)sc2n1	4%	.	21%	50	.	.
